Screening results as filed in PubChem BioAssay.
Rab7 wt modul – modulators of GTP binding to dog Rab7 wildtype GTPase. GST-Rab7 beads, fluorescent GTP binding, flow cytometry; actives lie on both sides; untreated = 100%, excess cold GTP = 0%. GTP binding activity (percent of control), % at 10 µM. hit rate 0.055% among 190,000;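 active = fluorescent GTP binding to Rab7 beads changed by at least 20 points from the 100% baseline, either direction, mostly lower; inconclusive = compound itself probably fluorescent, or too few beads counted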;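 also: median green fluorescence of bound Bodipy-FL-GTP per Rab7 bead population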
ABCB1 inh – inhibitors of human ABCB1 transporter, ABCG2 counter-screen; P08183; CCRF-Adr cells, JC-1 efflux, flow cytometry; inhibition, % at 6.6 µM; hit rate 0.067% among 190,000; in the data active = inhibition above about 40%;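 also: 0% = vehicle and 100% = reference inhibitor; higher value means more JC-1 retained so stronger ABCB1 efflux block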
Avidin bead fluor – compound fluoresces at 488/530 nm on avidin beads | hit rate 0.38% among 220,000 | fluorescence (KMESF) at 10 µM | compound fluorescence 488/530 nm, flow cytometry; active compounds read high | AID 1775; in the data active = fluorescence above about 47; also: inactives centre near 10
HRas wt GTP – modulators of GTP binding to human HRas wildtype; GTP binding activity, % at 10 µM; hit rate 0.14% among 190,000; GST-Ras wt beads, Bodipy-FL-GTP binding, flow cytometry; actives lie on both sides;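 active = GTP binding activity at least 20% away from the 100% baseline, either lowered as inhibitor or raised as activator; inconclusive = flagged as likely green fluorescent, judged across all proteins in the well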;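 also: 0% = unlabeled GTP competition control and 100% = no-compound control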
Target sequence (P01112 whole entry, looked up): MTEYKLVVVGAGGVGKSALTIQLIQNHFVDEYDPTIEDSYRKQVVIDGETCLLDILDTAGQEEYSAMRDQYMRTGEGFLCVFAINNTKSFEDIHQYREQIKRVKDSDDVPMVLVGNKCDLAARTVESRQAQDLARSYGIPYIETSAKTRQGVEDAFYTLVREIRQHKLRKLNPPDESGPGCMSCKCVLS
Rac1 act GTP bind – human Rac1 activated mutant GTP binding change; AID 764; P63000; GST-Rac1 activated beads, fluorescent GTP binding, flow cytometry; actives lie on both sides; 100% means binding = to untreated wells; percent activity (GTP binding), % at 10 µM; hit rate 0.11% among 190,000;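 active = GTP binding at least 20 percentage points away from the 100% baseline, in either direction, so actives lie on both sides; inconclusive = Compound likely fluorescent itself, or too few beads counted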
Cdc42 wt GTP – modulators (inhibitors or activators) of GTP binding to human Cdc42 wildtype; hit rate 0.2% among 190,000; percent activity (GTP binding), % at 10 µM; GST-Cdc42 beads, Bodipy-GTP binding, flow cytometry; actives lie on both sides; P60953;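 active = percent activity GTP binding at least 20 points away from the 100% baseline, either down as inhibitor or up as activator; inconclusive = compound flagged as likely green fluorescent from well-wide comparison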;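 also: median bead fluorescence of bound Bodipy-FL-GTP at 100 nM; 0% = excess unlabeled GTP control and 100% = no compound control; below 100% means less GTP binding so inhibitor and above means activator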
Target sequence (P60953 whole entry, looked up): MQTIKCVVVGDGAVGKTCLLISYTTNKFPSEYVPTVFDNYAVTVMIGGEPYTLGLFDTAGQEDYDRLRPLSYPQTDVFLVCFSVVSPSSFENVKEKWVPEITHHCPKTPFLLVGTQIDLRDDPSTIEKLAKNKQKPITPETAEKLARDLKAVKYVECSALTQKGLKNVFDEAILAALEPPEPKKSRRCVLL
ABCG2 block – inhibitors of human ABCG2 transporter, ABCB1 counter-screen | AID 1325 | IgMXP3 cells, JC-1 efflux, flow cytometry | hit rate 0.1% among 190,000 | inhibition, % at 6.6 µM;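 active = inhibition above 80%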;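 also: 0% = DMSO and 100% = nicardipine control wells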
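Test system: IgMXP3 (ABCG2) plus far-red-tagged CCRF-Adr (ABCB1) cells. Reagent: JC-1 dye as substrate. Timing: 10 min exposure at 25 °C with rotation, no wash. Measured by: flow cytometric JC-1 green MFI at 530 nm. Read-out: percent efflux inhibition, scaled nicardipine 100% to DMSO 0%. Control set: nicardipine and DMSO wells.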
Rac1 wt modul – alters GTP binding to wildtype human Rac1; GST-Rac1 beads, fluorescent GTP binding, flow cytometry; actives lie on both sides; 0 = cold GTP competed, 100 = untreated; GTP binding activity (% of control), % at 10 µM; hit rate 0.27% among 190,000; AID 757; P63000;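 active = GTP binding activity at least 20 points away from the 100% control level, either lower or higher; inconclusive = compound flagged as likely green fluorescent, judged across all proteins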
Mcl1 Noxa PPI – Mcl-1/Noxa interaction inhibition; Q07820; TR-FRET Mcl-1/Noxa peptide binding, 2 h; inhibition, % at 21.7 µM; hit rate 1.5% among 220,000; AID 1022;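 active = compounds that cut the protein-peptide binding signal by more than 50% relative to plate controls in a single-dose test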;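 also: His-tagged Mcl-1 with rhodamine Noxa BH3 peptide and terbium anti-His antibody; 0% = Mcl-1 plus Noxa peptide wells and 100% = peptide-only wells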
Target sequence (Q07820 whole entry, looked up): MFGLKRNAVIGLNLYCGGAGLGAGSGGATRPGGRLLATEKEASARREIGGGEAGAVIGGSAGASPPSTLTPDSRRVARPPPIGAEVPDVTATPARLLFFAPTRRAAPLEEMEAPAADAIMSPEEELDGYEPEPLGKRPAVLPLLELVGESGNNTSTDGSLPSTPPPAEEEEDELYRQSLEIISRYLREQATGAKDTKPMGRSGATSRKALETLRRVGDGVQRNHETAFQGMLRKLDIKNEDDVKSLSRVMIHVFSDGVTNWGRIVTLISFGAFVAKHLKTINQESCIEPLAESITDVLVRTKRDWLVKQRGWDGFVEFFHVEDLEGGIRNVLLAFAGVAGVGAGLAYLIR
Rab2A wt mod – changes GTP binding to wildtype dog Rab2A, up or down; hit rate 0.19% among 190,000; GTP binding activity, % at 10 µM; AID 760; GST-Rab2 wt beads, Bodipy-GTP binding, flow cytometry;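 active = GTP binding activity at least 20 points away from 100%, either lowered or raised; inconclusive = signal likely due to the compound's own green fluorescence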;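 also: 0% = beads with excess unlabeled GTP and 100% = no-compound control corrected for plate trend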
Pf gamet viab – inhibitors of late stage P. falciparum gametocyte viability. P. falciparum stage V gametocytes, ATP luminescence, 24 h. inhibition, % at 10.9 µM. hit rate 0.065% among 150,000. AID 743093;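 active = inhibition above the mean plus 3 SD of compounds within the control limits, set per campaign, cut at about 38% in these data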;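 also: 0% = DMSO wells and 100% = medium only without gametocytes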
The depositor's hits bear a star; ? = inconclusive; · = no result given.

A first look:
SMILES	Rab7 wt modul	ABCB1 inh	Avidin bead fluor	HRas wt GTP	Rac1 act GTP bind	Cdc42 wt GTP	ABCG2 block	Rac1 wt modul	Mcl1 Noxa PPI	Rab2A wt mod	Pf gamet viab
O=C(Nc1cccc(C(=O)N2CCOCC2)c1)c1cccnc1	101	0.1	42	102	100	102	0	103	0	101	·
CC(=O)N1CCN(C(=S)NC(=O)c2ccc(S(=O)(=O)N3CCOCC3)cc2)CC1	97	-1.0	3	99	97	102	-6	102	23	98	11
CCc1ccccc1NC(=O)NC1CCCCC1	105	0.8	10	102	99	101	18	105	-10	100	-46
CC(=O)Nc1sc2c(c1C(c1ccncc1)N1CCOCC1)CCCC2 (centres undefined)	100	0.8	11	97	96	97	0	100	6	100	·
O=C(NCc1ccco1)c1cccc(NS(=O)(=O)c2cccc(F)c2)c1	98	0.1	13	101	100	106	-8	102	1	100	13
COc1ccc(C(=O)OCCN2CCOCC2)cc1	104	0.1	5	100	98	101	-1	103	36	101	0
O=C(c1ccc(Br)cc1)N(Cc1nc2ccccc2c(=O)[nH]1)C1CCCC1	100	1.8	10	99	96	97	4	98	6	98	14
NC(=O)CSc1nnc(Cc2csc(Nc3ccccc3)n2)n1Cc1ccccc1	100	0.2	4	100	97	101	1	101	13	97	0
COCCN1CSC(=S)N(Cc2ccco2)C1	102	0.2	11	102	98	100	2	102	-6	101	·
N#Cc1cc2c(nc1SCc1cccnc1)CCCC2	97	1.2	11	98	93	98	4	95	15	97	·

Results, from the start:
SMILES	Rab7 wt modul	ABCB1 inh	Avidin bead fluor	HRas wt GTP	Rac1 act GTP bind	Cdc42 wt GTP	ABCG2 block	Rac1 wt modul	Mcl1 Noxa PPI	Rab2A wt mod	Pf gamet viab
O=C(Nc1cccc(C(=O)N2CCOCC2)c1)c1cccnc1	101	0.1	42	102	100	102	0	103	0	101	·
CC(=O)N1CCN(C(=S)NC(=O)c2ccc(S(=O)(=O)N3CCOCC3)cc2)CC1	97	-1.0	3	99	97	102	-6	102	23	98	11
CCc1ccccc1NC(=O)NC1CCCCC1	105	0.8	10	102	99	101	18	105	-10	100	-46
CC(=O)Nc1sc2c(c1C(c1ccncc1)N1CCOCC1)CCCC2 (centres undefined)	100	0.8	11	97	96	97	0	100	6	100	·
O=C(NCc1ccco1)c1cccc(NS(=O)(=O)c2cccc(F)c2)c1	98	0.1	13	101	100	106	-8	102	1	100	13
COc1ccc(C(=O)OCCN2CCOCC2)cc1	104	0.1	5	100	98	101	-1	103	36	101	0
O=C(c1ccc(Br)cc1)N(Cc1nc2ccccc2c(=O)[nH]1)C1CCCC1	100	1.8	10	99	96	97	4	98	6	98	14
NC(=O)CSc1nnc(Cc2csc(Nc3ccccc3)n2)n1Cc1ccccc1	100	0.2	4	100	97	101	1	101	13	97	0
COCCN1CSC(=S)N(Cc2ccco2)C1	102	0.2	11	102	98	100	2	102	-6	101	·
N#Cc1cc2c(nc1SCc1cccnc1)CCCC2	97	1.2	11	98	93	98	4	95	15	97	·
O=C(/C=C/c1ccccc1)c1ccccn1	104	0.4	34	105	98	108	2	105	4	102	·
CC(=O)Nc1ccc(N2C(=O)c3cccc(NC(C)=O)c3C2=O)cc1	95	3.5	12	97	96	100	18	103	4	97	-20
[O-]c1c[n+](-c2ccc(-[n+]3cc([O-])on3)cc2)no1	93	-0.2	10	93	88	90	0	97	57*	90	9
COc1ccccc1NC(=O)CSc1nnc(C2CCCCC2)n1C	103	1.8	21	102	101	104	6	103	10	104	·
O=C(c1ccc(C(F)(F)F)cc1)C1CCCN(C(=O)c2csnn2)C1 (centres undefined)	94	2.3	8	98	99	96	8	102	-5	98	3
Cc1sc2ncnc(-n3nnc4ccccc43)c2c1C	99	0.4	8	96	96	97	3	99	3	98	·
COc1cc(C(=O)NCc2ccco2)c(Br)c(OC)c1OC	100	0.7	24	99	96	97	2	94	-1	98	·
CCOC(=O)CNC(=O)c1ccc(Cl)s1	102	0.0	9	98	97	108	-2	90	-4	98	·
CCOC(=O)c1ccc(NC(=S)N2CCSC2c2c(F)cc(F)cc2F)cc1 (centres undefined)	99	-0.8	25	97	100	104	44	103	10	97	5
O=C(NCc1nc2ccccc2[nH]1)C1=C[C@@H](c2csc3ccccc23)C[C@@H](OCc2ccc(CO)cc2)O1	97	5.3	6	96	97	97	5	100	-16	97	-9
CCNc1nc(NCC)nc(Oc2ccc(N)cc2)n1	101	0.0	32	100	99	101	2	107	20	101	7
CCC1Sc2ccccc2N(CC(=O)NCCC(C)C)C1=O (centres undefined)	102	-0.8	14	102	98	101	2	106	3	101	-2
CCC(=O)N1CCN(c2ccc(NC(=O)c3ccc([N+](=O)[O-])o3)cc2)CC1	97	0.3	9	94	96	97	2	97	6	97	2
O=C(O)c1cc(NCc2cccs2)ccc1N1CCOCC1	97	0.3	5	98	98	98	3	99	6	94	-10
CCn1c(=O)cc(SCC(=O)NCCN2CCN(Cc3ccccc3)CC2)c2ccccc21	104	0.6	13	102	100	102	3	102	3	100	1
CC12CCC(C(=O)Nc3ccccc3N3CCOCC3)(CC1=O)C2(C)C (centres undefined)	98	0.9	7	101	100	104	2	101	4	103	·
O=C(NNC(=O)c1cccs1)Nc1cccc(Cl)c1	101	0.9	10	99	95	99	6	96	-20	99	-11
COc1ccc(Nc2nnc(SCC(=O)Nc3ccc4[nH]c(=O)[nH]c4c3)s2)cc1	100	-0.3	4	92	94	89	0	93	40	93	11
O=C1NC(Cc2ccccc2)C(=O)N1Cc1cc([N+](=O)[O-])cc2c1OCOC2 (centres undefined)	?	0.7	11	?	?	?	2	?	7	?	11
CC(=O)N1CCN(S(=O)(=O)c2cccc(C(=O)NC3CCC(C)CC3)c2)CC1 (centres undefined)	106	0.3	20	100	96	96	1	100	11	98	11
Cc1ccc(NC(=O)CCSc2ccccn2)cc1	102	-0.4	4	97	98	98	6	104	7	98	14
COc1ccc(Cc2nc(-c3ccc(Br)o3)no2)cc1OC	100	0.3	6	101	98	99	0	104	7	97	·
CCOC(=O)/C(=N\Nc1ccccc1Cl)N1CCN(Cc2ccccc2)CC1	98	2.3	9	99	100	102	5	103	5	99	6
COc1cc(/C=N/NC(=O)c2cc(-c3cccn3C)n[nH]2)cc(OC)c1OC	98	0.3	20	94	97	95	1	96	24	91	·
O=c1c2[nH]c3ccc(Cl)cc3c2ncn1CCN1CCCCC1	94	0.4	4	96	96	98	2	99	24	96	·
Cn1c(SCC(=O)Nc2ccccc2F)nnc1-c1cccnc1	100	-3.1	7	103	99	103	-4	106	-7	102	·
COc1cccc(C2c3c(oc4ccc(F)cc4c3=O)C(=O)N2CCN2CCOCC2)c1OC (centres undefined)	105	0.2	7	104	100	104	-1	108	-6	106	·
Fc1ccccc1N1CCN(c2nc3ccccc3n3nnnc23)CC1	101	0.2	12	101	98	101	0	100	-6	100	0
Cc1ccc(N(C(=O)CCC(=O)Nc2cc(C)on2)C(C(=O)NC2CCCC2)c2ccncc2)cc1 (centres undefined)	97	-0.2	13	96	96	96	-2	98	23	97	·
N#Cc1nc(COc2ccc(F)cc2)oc1N1CCCC1	101	1.7	8	100	99	98	26	101	-2	100	·
COC(=O)c1cc2oc(C)cc2n1CC(=O)N(C)c1ccccc1	92	-2.0	9	97	95	96	-3	93	-3	96	2
COc1ccc(C2=C(C#N)C(=O)OC2)cc1	99	-0.4	33	104	98	106	-1	103	13	102	-4
COc1ccc(-n2c(SCC(N)=O)nnc2-c2cccnc2)cc1	100	0.6	·	100	99	99	2	106	24	100	·
CCCCC(NC(=O)c1cccc(Br)c1)C(=O)O (centres undefined)	101	0.5	14	94	88	92	23	95	12	93	-42
Cc1ccc(S(=O)(=O)NNC(=O)c2csnn2)cc1	101	0.3	17	99	97	100	10	101	10	98	-3
O=C(NCCO)Nc1ccc(Cl)cc1	97	0.2	9	98	96	97	7	100	-21	96	3
CCn1cc(/C=N\NC(=O)Cc2ccc(Cl)cc2)cn1	99	0.9	3	99	98	98	3	100	4	98	1
Cc1cccc(C)c1NC(=O)c1ccc(-n2cncn2)nc1	99	0.4	6	99	96	100	3	101	-10	97	·
COc1ccc(C2CC(C(F)(F)F)n3ncc(C(=O)Nc4c(C)n(C)n(-c5ccccc5)c4=O)c3N2)cc1 (centres undefined)	92	1.0	6	92	91	94	0	95	10	93	·
CC1CN(C(c2ccco2)c2sc3ncnn3c2O)CC(C)O1 (centres undefined)	98	0.3	4	95	96	94	0	96	-6	97	·
Cc1cccc(NC(=O)CSc2nnc(CNC(=O)c3cccs3)o2)c1C	98	-0.2	16	94	93	93	1	90	-16	97	6
CC(Oc1ccccc1)C(=O)NCc1cccnc1 (centres undefined)	95	0.0	5	99	99	100	0	101	-6	98	·
Cc1cccc(NS(=O)(=O)c2cccc3nonc23)c1	?	0.3	21	?	?	?	1	?	-2	?	·
CC(C)c1ccc(C(=O)N2CCN(c3cnn(C)c(=O)c3Cl)CC2)cc1	98	0.3	8	97	96	98	1	99	42	99	-18
COc1cccc(C(=O)Nc2nnc(C(C)C)s2)c1	100	0.4	24	102	98	99	3	104	23	102	3
O=C(Nc1c(C(=O)Nc2ccc3c(c2)OCCO3)cnn1-c1ccccc1Cl)c1ccco1	92	1.1	5	94	94	94	5	93	-3	93	·
COc1ccc(C(CC(=O)O)NC(=O)c2ccco2)cc1OC (centres undefined)	97	0.1	16	98	99	97	2	96	-11	98	-7
Cc1cccc(-n2cnc(C(=O)NNC(=S)Nc3ccc(Cl)cc3)c2)n1	93	-2.4	9	93	95	93	-11	98	-5	93	-10
CSc1ccc(OC2CCN(Cc3ccccc3)CC2)cc1	100	1.0	2	103	100	99	2	104	15	100	5
